Gal4-VP16 FLuc = inhibits Gal4-VP16 luciferase reporter, ROR gamma counter-screen | Drosophila S2 Gal4-VP16 UAS-luciferase, luminescence, 20 h | Potency, µM (doses to about 53.6 µM), without a hit: at the top dose activity, negative = inhibition, hits mostly inhibitors | actives 3.5% (n = 310,000) | AID 2546;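 also: Gal4-VP16 expression switched on by copper sulfate through the metallothionein promoter; potency is read from the fitted curve at half-maximal effect; % is scaled to controls: 0 for no effect and ±100 for the full control effect; nearly all actives have a fitted effect of over 50% in size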
KCNH2 3.1 inh = KCNH2 3.1 (human) potassium channel inhibition | U2OS KCNH2 3.1, thallium flux FluxOr; hits give low values | activity change, % (tested at about 1.8 µM) | actives 0.95% (n = 340,000);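 active = maximum activity change below -70%; inconclusive = maximum activity change from -70% to -50%; inactive = maximum activity change above -50%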;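 also: thallium influx rate constant from kinetic fluorescence after stimulation buffer; % is scaled to controls: 0 for no effect and ±100 for the full control effect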
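Thallium flux via FluxOr fluorescence (Red40 quencher, 45 min loading) in U2OS cells virally expressing the KCNH2 3.1 isoform (1.77 x 10^8 /mL virus, overnight at 37 C). Rate constants from 2-min kinetic reads post-stimulation, normalised to positive and negative controls.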
uPA generation = blocks generation of uPA at the cell surface | cell surface uPA generation assay, qHTS | Potency, µM (doses to about 38.3 µM), for inactives: at the top dose activity change, negative = inhibition, usual class: inhibitors | actives 0.31% (n = 330,000) | AID 540303; active = well fitted inhibition curve with a large enough effect; inconclusive = small, poorly fitted or top-dose-only effect; inactive = no such curve, though single readings can be large or run the other way; tested in mouse RAW 264.7 cells; also: potency is read from the fitted curve at half-maximal effect; % is scaled to controls: 0 for no effect and ±100 for the full control effect; nearly all actives have a fitted effect of over 55% in size
Giardia killer = Giardia lamblia killing | Giardia lamblia trophozoite viability | activity change, % at 7.66 µM, hits read low | actives 0.15% (n = 340,000); in the data active = activity change below about -80%; inconclusive = between about -30% and that limit;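 also: parasites exposed to compound for two days anaerobically before the ATP read; % is scaled to controls: 0 for no effect and ±100 for the full control effect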
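Compounds were tested on trophozoites seeded at 100 cells/well and held 48 hrs at 37 deg C anaerobically. An ATP-based luminescent kit measured the remaining live cells.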
RORg inh = blocks mouse ROR gamma transcriptional activity; actives 5.4% (n = 310,000); Potency, µM (top dose mostly 53.6 µM), for the others: at the highest dose activity change, negative = inhibition, usual class: inhibitors; Drosophila S2 Gal4-RORgamma UAS-luciferase reporter, 20 h; P51450; AID 2551; also: potency is read from the fitted curve at half-maximal effect; % is scaled to controls: 0 for no effect and ±100 for the full control effect; nearly all actives have a fitted effect of over 60% in size
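Compounds are pin-transferred onto Drosophila Schneider cells expressing a copper-inducible Gal4–ROR gamma transactivation domain fusion. After 1 hr, copper sulfate is added to 700 uM final; luciferase is read 20 hr later.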
Rab9 promoter act = activators of Rab9 promoter. Potency, µM (titrated, usually from 9.22 µM), without a hit: at the highest dose activation, negative = inhibition, usual class: activators. actives 2.8% (n = 320,000). Huh7 Rab9 promoter-luciferase reporter, luminescence, 24 h; also: potency is read from the fitted curve at half-maximal effect; % of control where 0% means no effect; nearly all actives have a fitted effect of over 60% in size
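Huh7 cells stably carrying Rab9 promoter–luciferase reporter, plated 1500 cells/well, compound added after 2 h and incubated 24 h at 37 °C; luciferase luminescence then read after 10 min with detection reagent.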
NPC1 prom act = NPC1 promoter activation; Huh7 NPC1 promoter luciferase reporter, 24 h; Potency, µM (top dose mostly 9.22 µM), inactives show top-dose activation, hits mostly activators; actives 2.4% (n = 320,000); AID 485313;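 also: potency is read from the fitted curve at half-maximal effect; % of control where 0% means no effect; nearly all actives have a fitted effect of over 60% in size; reporter is driven by a mutant NPC1 promoter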
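Luciferase expression driven by the NPC1 promoter was measured in stably transfected Huh7 cells after a 24 h compound incubation, using a luciferase reagent and a luminescence read.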
Tb PFK inh = T. brucei PFK enzyme inhibition; O15648; T. brucei PFK, ADP-Glo luminescence; Potency, µM (titrated, usually from 57.5 µM), for inactives: top-dose activity, negative = inhibition, usual class: inhibitors; actives 0.17% (n = 330,000); AID 485367;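 also: potency is read from the fitted curve at half-maximal effect; 0% = uninhibited 1x PFK enzyme wells and -100% = no-enzyme wells; nearly all actives have a fitted effect of over 60% in size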
Target sequence (O15648 whole entry, looked up): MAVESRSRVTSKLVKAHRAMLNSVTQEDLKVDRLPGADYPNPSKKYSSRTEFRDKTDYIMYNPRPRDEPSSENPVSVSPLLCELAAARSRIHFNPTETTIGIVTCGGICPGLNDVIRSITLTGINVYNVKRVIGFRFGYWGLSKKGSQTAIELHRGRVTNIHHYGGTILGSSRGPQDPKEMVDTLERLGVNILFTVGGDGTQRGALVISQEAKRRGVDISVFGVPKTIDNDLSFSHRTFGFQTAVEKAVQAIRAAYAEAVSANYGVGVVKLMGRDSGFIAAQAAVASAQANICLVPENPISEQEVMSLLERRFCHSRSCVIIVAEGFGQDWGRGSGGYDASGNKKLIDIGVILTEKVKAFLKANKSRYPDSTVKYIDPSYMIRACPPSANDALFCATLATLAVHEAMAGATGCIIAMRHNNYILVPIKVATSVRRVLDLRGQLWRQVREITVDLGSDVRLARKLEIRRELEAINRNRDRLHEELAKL
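1.25 nM PFK with 0.5 mM F6P and 0.1 mM ATP in 0.1 M TEA pH 8.0, 5 mM MgCl2, incubated 45 min at room temperature; ADP measured by ADP-Glo luminescence; compounds titrated up to 57 uM.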
FBPA coupling cs = counter-screen for Giardia aldolase inhibitors: coupling enzyme system | actives 0.67% (n = 290,000) | coupling enzyme system counterscreen, AmpLite Red fluorescence | activity change, negative = inhibition, % at 58.2 µM, hits read low; in the data active = activity change below about -30%; also: % is scaled to controls: 0 for no effect and ±100 for the full control effect
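Final compound at 57.5 uM, incubated 10 min at RT with coupling enzyme reagent (glyceraldehyde-3-phosphate), then 20 min with substrate and AmpLite Red detection. Fluorescence read at 525/598 nm; tests interference with the coupling assay, not aldolase inhibition.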
FLuc counter = firefly luciferase modulation, counter-screen for miR-21 project; P08659; purified FLuc, Km substrates, luminescence inhibition; Potency, µM (doses to about 57.5 µM), inactives show at the top dose activity change, negative = inhibition, usual class: inhibitors; actives 6.9% (n = 360,000); AID 588342;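 also: potency is read from the fitted curve at half-maximal effect; plate controls were vehicle for no effect and reference inhibitor for full effect; nearly all actives have a fitted effect of over 55% in size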
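Biochemical qHTS of compounds, final roughly 60 µM downward over six points, against 10 nM purified firefly luciferase using Km concentrations of substrates (10 uM D-luciferin, 10 uM ATP) in Tris acetate pH 7.5 buffer; luminescence output.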
ELG1 genotoxic = induces genotoxicity in HEK293T cells with luciferase-tagged ELG1; HEK293T ELG1-luciferase reporter, luminescence, 16 h; Potency, µM (highest dose often 46 µM), for the others: top-dose activity change, positive = activation, actives largely listed as activators; actives 1.3% (n = 330,000); AID 504466; also: potency is read from the fitted curve at half-maximal effect; % of control where 0% means no effect; nearly all actives have a fitted effect of over 60% in size
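Cells (2,000/well) expressing the ELG1-luciferase fusion are dosed by pin tool and kept 16 hr at 37 °C, 5% CO2. Signal comes from ONE-Glo luciferase reagent after 30 min at room temperature.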
Numbers without * were called inactive; ? = inconclusive; nt = no result given; & = joins results of further samples. Unless noted, calls follow the shape of the dose curve; as a rule, active = well fitted curve in the direction sought with a large enough effect; inconclusive = small, poorly fitted or top-dose-only effect, or another doubt; inactive = no such curve, though single readings can be large; an effect the other way counts as inactive or inconclusive.

Sample of the layout (nine entries):
SMILES	Gal4-VP16 FLuc	KCNH2 3.1 inh	uPA generation	Giardia killer	RORg inh	Rab9 promoter act	NPC1 prom act	Tb PFK inh	FBPA coupling cs	FLuc counter	ELG1 genotoxic
C1CC2OC2CC1C1CO1 (configuration not stated)	-24%	3	10%	-14	-4%	-4%	1%	1%	nt	-27%	1%
Fc1cccc(F)c1CN1CCN(Cc2c(F)cccc2F)CC1	18%	-3	2%	-15	-11%	4%	2%	-3%	-2	1%	0%
CCOP(=O)(OCC)C(NC(=O)c1cccc2ccccc12)C(Cl)(Cl)Cl (configuration not stated)	-1%	-5	-3%	18	-22%	11%	0%	0%	-12	-2%	0%
CC12CC(c3ccccc3O1)C(C(=O)OCc1ccccc1)C(=O)N2 (configuration not stated)	9%	4	-8%	2	?	0%	-3%	2%	4	3%	-3%
c1ccc(CN2CCNCC2)nc1	1%	5	5%	11	-3%	-8%	-2%	0%	2	0%	2%
S=c1nc[nH]c2nc[nH]c12	-6%&-3%	26&-3	?	15&12	-6%&-9%	-1%&-9%	-5%&0%	3%&11%	-1&-7	-1%&4%	11%&8%
CC1CCC(C(C)C)C(OP(=O)(c2ccccc2)C(O)c2ccncc2)C1 (configuration not stated)	6%	-8	?	-2	-2%	2%	-5%	-1%	3	1%	0%
O=c1c2ccc(Cl)cc2[nH]c(=S)n1-c1cccnc1	?	-2	-4%	8	14µM*	-2%	1%	1%	-1	-6%	-6%
C=COCCn1c(C)c(C(=O)OCC)c2cc(O)ccc21	-2%	-3	0%	-10	6%	-5%	-2%	4%	2	4%	-2%

Results, previewed entries included:
SMILES	Gal4-VP16 FLuc	KCNH2 3.1 inh	uPA generation	Giardia killer	RORg inh	Rab9 promoter act	NPC1 prom act	Tb PFK inh	FBPA coupling cs	FLuc counter	ELG1 genotoxic
C1CC2OC2CC1C1CO1 (configuration not stated)	-24%	3	10%	-14	-4%	-4%	1%	1%	nt	-27%	1%
Fc1cccc(F)c1CN1CCN(Cc2c(F)cccc2F)CC1	18%	-3	2%	-15	-11%	4%	2%	-3%	-2	1%	0%
CCOP(=O)(OCC)C(NC(=O)c1cccc2ccccc12)C(Cl)(Cl)Cl (configuration not stated)	-1%	-5	-3%	18	-22%	11%	0%	0%	-12	-2%	0%
CC12CC(c3ccccc3O1)C(C(=O)OCc1ccccc1)C(=O)N2 (configuration not stated)	9%	4	-8%	2	?	0%	-3%	2%	4	3%	-3%
c1ccc(CN2CCNCC2)nc1	1%	5	5%	11	-3%	-8%	-2%	0%	2	0%	2%
S=c1nc[nH]c2nc[nH]c12	-6%&-3%	26&-3	?	15&12	-6%&-9%	-1%&-9%	-5%&0%	3%&11%	-1&-7	-1%&4%	11%&8%
CC1CCC(C(C)C)C(OP(=O)(c2ccccc2)C(O)c2ccncc2)C1 (configuration not stated)	6%	-8	?	-2	-2%	2%	-5%	-1%	3	1%	0%
O=c1c2ccc(Cl)cc2[nH]c(=S)n1-c1cccnc1	?	-2	-4%	8	14µM*	-2%	1%	1%	-1	-6%	-6%
C=COCCn1c(C)c(C(=O)OCC)c2cc(O)ccc21	-2%	-3	0%	-10	6%	-5%	-2%	4%	2	4%	-2%
O=C(c1ccc(N2CCCCC2)c([N+](=O)[O-])c1)N1CCC2(CC1)OCCO2	-6%	-7	-3%	2	12%	0%	0%	-3%	0	4%	-1%
C=CCOC(=O)COc1cc(C)cc2oc(=O)c3c(c12)CCC3	-11%	-1	-7%	0	-17%	-5%	-4%	-1%	0	0%	7%
CCOC(=O)C1(CCc2ccccc2)CCN(Cc2cccc3cnccc23)CC1	?	?	1%	-24	-2%	-2%	8%	-6%	0	-2%	-8%

Another view of some results above.
O=C(c1ccc(N2CCCCC2)c([N+](=O)[O-])c1)N1CCC2(CC1)OCCO2
  Gal4-VP16 FLuc = -6%; KCNH2 3.1 inh = -7; uPA generation = -3%; Giardia killer = 2; RORg inh = 12%; Rab9 promoter act = 0%; NPC1 prom act = 0%; Tb PFK inh = -3%; FBPA coupling cs = 0; FLuc counter = 4%; ELG1 genotoxic = -1%
C=CCOC(=O)COc1cc(C)cc2oc(=O)c3c(c12)CCC3
  Gal4-VP16 FLuc = -11%; KCNH2 3.1 inh = -1; uPA generation = -7%; Giardia killer = 0; RORg inh = -17%; Rab9 promoter act = -5%; NPC1 prom act = -4%; Tb PFK inh = -1%; FBPA coupling cs = 0; FLuc counter = 0%; ELG1 genotoxic = 7%

Later entries:
SMILES	Gal4-VP16 FLuc	KCNH2 3.1 inh	uPA generation	Giardia killer	RORg inh	Rab9 promoter act	NPC1 prom act	Tb PFK inh	FBPA coupling cs	FLuc counter	ELG1 genotoxic
O=C1NC(=O)N(Cc2ccc(F)cc2)C(=O)/C1=C\c1ccc(N2CCCC2)cc1	5%	-3	0%	-5	24%	2%	-4%	-2%	0	?	11%
CCc1nnc(NC(=O)c2cc(-c3ccc(C)o3)nc3ccccc23)s1	nt	1	-1%	24	nt	2%	-1%	4.8µM*	nt	11µM*	-1%
Cc1oc(-c2ccccc2F)nc1CS(=O)CC(=O)N1CCC2(CC1)OCCO2 (configuration not stated)	-5%	-14	1%	-27	-7%	1%	-1%	0%	nt	0%	1%
O=c1c(C=Nc2cccnc2Cl)c(O)n(CCCCl)c(=O)n1C1CCCCC1	22%	nt	0%	3	-5%	-1%	-1%	8%	1	1%	-2%
CCOP(=O)(Cc1cc(C#N)oc1C)OCC	-5%	4	0%	-29	-8%	-1%	1%	3%	1	3%	1%
CN1C(=O)C(=Cc2ccc(OCCN(C)c3ccccn3)cc2)C(=O)N(C)C1=O	11%	?	8%	-28	15%	-8%	-4%	1%	0	?	2%
O=C(Nc1ccc(Cc2ccncc2)cc1)c1ccc(Cl)c([N+](=O)[O-])c1	-6%	-6	2%	-2	21%	3%	-4%	21µM*	-36*	?	-4%
CC(C)CC(=O)N[C@H](C(=O)N[C@H](C(=O)N[C@@H](CC(C)C)[C@@H](O)CC(=O)N[C@@H](C)C(=O)N[C@@H](CC(C)C)[C@@H](O)CC(=O)O)C(C)C)C(C)C	-23%&-12%	1	-11%	11	-10%&-4%	1%	-3%	?	-1&3	12%	5%&-1%
O=C(CNC(=O)OCc1ccccc1)Nc1ccc(Br)cc1C(=O)c1ccccc1Cl	-18%	-15	4%	2	?	-8%	2%	-5%	-2	-1%	-6%
CC(C)(C)c1ccc(C(=O)NC(=S)Nn2cnnc2)cc1	?	-8	-5%	5	14µM*	23%	20%	1%	0	19µM*	1%

A portion of the library (hit frequency here may not be typical).
